# Screening results as filed in PubChem BioAssay.
# EPAC1 antagonist = antagonists of human EPAC1; O95398; EPAC1 GEF assay, Rap1b-BODIPY-GDP exchange fluorescence; Potency, µM (highest dose often 115 µM), for the others: at the top dose activity change, negative = inhibition, usual class: inhibitors; 360,000 compounds, 0.14% hits;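 note: potency is the fitted concentration of half-maximal effect; plate controls were vehicle for no effect and positive control for full effect; nearly all actives have a fitted effect of over 50% in size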
# Target sequence (O95398 whole entry, looked up): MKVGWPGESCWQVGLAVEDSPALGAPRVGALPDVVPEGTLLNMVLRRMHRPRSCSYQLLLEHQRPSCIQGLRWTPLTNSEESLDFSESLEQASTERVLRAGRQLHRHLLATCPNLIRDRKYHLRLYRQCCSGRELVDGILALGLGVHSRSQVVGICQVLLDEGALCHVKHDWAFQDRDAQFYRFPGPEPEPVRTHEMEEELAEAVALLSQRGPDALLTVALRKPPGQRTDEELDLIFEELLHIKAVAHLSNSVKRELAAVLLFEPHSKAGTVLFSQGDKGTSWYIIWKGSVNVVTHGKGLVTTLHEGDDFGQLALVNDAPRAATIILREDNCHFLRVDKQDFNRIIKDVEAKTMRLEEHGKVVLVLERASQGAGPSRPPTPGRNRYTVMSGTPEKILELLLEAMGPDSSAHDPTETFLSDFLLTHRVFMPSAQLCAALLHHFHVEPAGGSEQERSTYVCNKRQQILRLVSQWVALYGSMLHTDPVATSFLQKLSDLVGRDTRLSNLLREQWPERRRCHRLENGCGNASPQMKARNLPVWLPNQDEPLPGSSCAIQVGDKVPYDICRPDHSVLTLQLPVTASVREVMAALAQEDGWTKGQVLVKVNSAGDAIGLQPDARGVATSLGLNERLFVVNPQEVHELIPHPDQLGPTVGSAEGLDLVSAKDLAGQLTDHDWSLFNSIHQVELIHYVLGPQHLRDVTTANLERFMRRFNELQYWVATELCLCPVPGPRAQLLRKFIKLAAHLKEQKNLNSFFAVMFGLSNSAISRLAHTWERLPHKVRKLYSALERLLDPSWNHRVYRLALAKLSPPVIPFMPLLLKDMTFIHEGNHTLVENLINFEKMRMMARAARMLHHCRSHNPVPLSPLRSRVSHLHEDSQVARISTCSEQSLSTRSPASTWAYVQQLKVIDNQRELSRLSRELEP
# WRN helicase inh = blocks human WRN helicase; WRN helicase unwinding, fluorescent forked duplex, kinetic; Potency, µM (series often up to 114 µM), for inactives: at the top dose activity change, negative = inhibition, hits mostly inhibitors; 360,000 compounds, 0.46% hits; AID 651768; note: potency is the fitted concentration of half-maximal effect; % is set by controls: 0 for no effect and ±100 for the full control effect; nearly all actives have a fitted effect of over 55% in size
#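 Kinetic fluorescence helicase assay: unwinding of a quenched forked DNA duplex (100 nM final) with 2 mM ATP final raises red fluorescence (525/598 nm). Compounds sat 15 min at room temperature with 20 nM WRN beforehand.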
# FUS yeast rescue = suppressors of FUS proteinopathy in yeast; S. cerevisiae FUS-expressing, growth rescue, OD600, 24 h; 390,000 compounds, 0.24% hits; Potency, µM (titrated, usually from 76.6 µM), for the others: at the highest dose growth rescue (activation), actives largely listed as activators;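 note: potency is the fitted concentration of half-maximal effect; plate controls were DMSO vehicle for no effect and reference control for full effect; nearly all actives have a fitted effect of over 55% in size; some results filed as inactive show a strong effect at the top dose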
#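 FUS-expressing yeast, raffinose-pregrown, induced in 2% galactose minimal medium at OD 0.005; compounds in a dilution series, 24hr at 30C. Growth restoration read as absorbance at 600 nm. CP55940 positive control, DMSO negative.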
# EPAC1 agonist = EPAC1 (human) agonism | 360,000 compounds, 0.073% hits | EPAC1 agonist qHTS, biochemical assay; response scale: 100% = response to 6.5 mM cAMP | Potency, µM (titrated, usually from 154 µM), without a hit: at the top dose activation, actives largely listed as activators | O95398 | AID 720707; note: potency is the fitted concentration of half-maximal effect; nearly all actives have a fitted effect of over 60% in size
#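 Nucleotide exchange assay: 100 nM EPAC1 with 250 nM Rap1B loaded with BODIPY-GDP and 50 uM GDP, room temperature. Fluorescence (480/540 nm) read every 5 min for 30 min; signal change normalized to 6.5 mM cAMP as full agonist.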
# Abeta yeast res = restores growth of yeast expressing A-beta42 peptide; yeast expressing A-beta42, growth rescue, OD600, 48 h; response scale: 0% DMSO, 100% iron-clioquinol control; Potency, µM (doses to about 46.1 µM), for the others: at the highest dose growth rescue, actives largely listed as activators; 410,000 compounds, 0.063% hits; AID 1347071; note: potency is the fitted concentration of half-maximal effect; nearly all actives have a fitted effect of over 55% in size
#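 Yeast growth medium received pinned compounds, then yeast cells expressing toxic A-beta were added; plates incubated at 30 C for 48 hr. Growth read as absorbance at 600 nm, normalized to DMSO and equimolar FeCl3 plus clioquinol controls.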
# IL2 activator = activates IL-2 in a cell-based reporter assay; activation, % (series mostly up to about 46 µM); AID 652025; 360,000 compounds, 0.065% hits; IL-2 activation reporter assay, cell-based qHTS; stimulated with anti-CD3/CD4/CD28 beads; in transgenic mouse T cells; in the data active = activation above about 50%; inconclusive = mostly about 30% to 49%; note: 0% is about no effect
#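 Readout is EGFP and DsRed signal by fluorescent plate cytometry after 18 h at 37 degrees C. Transgenic mouse T cells (750/well) received compound for 60 min before bead stimulation (anti-CD3, anti-CD4, anti-CD28); memory T cells served as non-tolerant control.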
# PLK1 PBD inh = blocks phosphopeptide binding to human PLK1 polo-box domain. P53350. Plk1 PBD binding of FITC phosphopeptide, fluorescence polarization. Potency, µM, without a hit: max response, negative = inhibition, hits mostly inhibitors. 360,000 compounds, 2.8% hits. AID 720504; note: potency is the fitted concentration of half-maximal effect; series mostly up to about 57 µM; % is set by controls: 0 for no effect and ±100 for the full control effect; nearly all actives have a fitted effect of over 65% in size
# PI5P4Ka inh = PI5P4K alpha (human) kinase inhibition; PI5P4Kalpha enzyme, ADP-Glo luminescence, 60 min; stronger effect = lower value; AID 652105; max response, %; 330,000 compounds, 1.2% hits; active = max response of -50% or lower; inconclusive = between -30% and -50%; inactive = -30% or higher; note: value at the top dose of about 77 µM; % is set by controls: 0 for no effect and ±100 for the full control effect
#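 Controls without substrate or without enzyme flank wells where PI5P4Kalpha converts substrate using 5 microM ATP (final). Incubation lasts 60 minutes at room temperature; ADP formed is read by ADP-Glo luminescence.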
# Active calls of the source: *; u = inconclusive; x = no result given; & = joins results of further samples; [ ] = another dose, or the depositor's remark. Unless noted, calls come from the whole dose curve; as a rule, active = well fitted curve in the direction sought with a large enough effect; inconclusive = small, poorly fitted or top-dose-only effect, or another doubt; inactive = no such curve, though single readings can be large; an effect the other way counts as inactive or inconclusive.
SMILES,EPAC1 antagonist,WRN helicase inh,FUS yeast rescue,EPAC1 agonist,Abeta yeast res,IL2 activator,PLK1 PBD inh,PI5P4Ka inh
O=C(CCN1C(=O)c2ccccc2C1=O)N1CCC(c2ccccc2)C1 (stereo unspecified),12%,-11%,29%,5%,0%,0.2,-4%,x
C/C=C/c1cnc2c(c1)C(=O)N([C@@H](C)CO)C[C@H](C)[C@@H](CN(C)S(=O)(=O)c1ccc(C)cc1)O2,-5%,-4%,12%,-10%,11%,-3.7,-18%,2
CCn1c(N2CCN(C(=O)/C=C/c3ccccc3)CC2)nc2ccccc21,-2%,-4%,15%,0%,-10%,0.0,-5%,2
Cc1nnc(NC(=O)CSc2nnc(Cc3ccccc3)n2Cc2ccccc2)s1,-3%,0%,5%,2%,-1%,-0.1,-6%,0
Cc1ccc2c(c1)N(CC(=O)NCCCN1CCCCC1)C(=O)CO2,2%,7%,7%,0%,0%,0.6,4%,-4
CCc1nc(SCC(=O)c2cccc([N+](=O)[O-])c2)n[nH]1,1%,-16%,-1%,2%,1%,-0.8,-3%,-20
CCC(=O)N1CCN(c2ccccc2NC(=O)c2cccc(C)c2)CC1,7%,2%[57.1 µM],12%,-12%,-6%,-2.5,-1%,x
CC(C)n1cc(CN2CCC(n3nccc3NC(=O)CCCc3ccccc3)CC2)cn1,11%,-2%,x,-6%,-3%,-1.4,3%,1
O=C1C=C(Nc2ccc(O)cc2)C(=O)c2ccccc21,-6%,u,4%,-11%,13%,-2.9,-3%,u
Cc1nn(CC(=O)Nc2ccc(F)cc2)c(=O)c2ccccc12,-12%,7%,-24%,2%,-15%,-0.1,-13%,-4
CCOC(=O)Cc1cnc(NC(=O)CSc2nc(N)cc(=O)[nH]2)s1,-1%,-9%,11%,8%,1%,-1.6,17µM*,-16
COCCOC(=O)c1c(C)nc(SCC(=O)Nc2ccc(C)cc2)c(C#N)c1-c1ccco1,-20%,-9%,14%,1%,13%,-2.8,-6%,-2
CC(=O)c1ccc(S(=O)(=O)Nc2ccccc2C(=O)NC2CC2)cc1,20%,9%,x,12%,-15%,-3.3,-1%,3
COC(=O)C1CCN(C(=O)COC(=O)CNC(=O)c2ccc(Cl)cc2Cl)CC1,-9%,5%,7%,0%,-8%,0.0,-23%,-1
CN1CCN(S(=O)(=O)c2ccc(Br)c3ccccc23)CC1,-15%,2%,-16%,4%,-5%,-0.1,-7%,11
Nc1cc(C(=O)OCC(=O)N2CCCC2)ccc1Cl,-1%,-6%,-11%,-1%,2%,-0.4,2%,2
COc1ccc(C(=O)Nc2nc3cc4c(cc3s2)OCO4)c(OC)c1,16%,-2%,-27%,7%,-2%,-1.6,0%,2
COc1ccc(C(=O)Nc2ccc3c(c2)CCCN3C(=O)c2cccs2)c(OC)c1,-16%,-3%,u,4%,-12%&-13%,-0.7,5%,8
O=C(CSc1ccc2nnc(-c3ccc(F)cc3)n2n1)NCC1CCCO1 (stereo unspecified),4%,3%,3%,8%,9%,-2.6,-29%,x
COC(=O)c1ccccc1NC(=O)c1ccc2nccnc2c1,-4%,-28%,25%,7%,-12%,-1.3,-5%,u
CCn1c(Cc2ccccc2)nnc1SCC(=O)c1cccc([N+](=O)[O-])c1,-12%,-11%,8%,4%,4%,-1.1,u,x
Cc1cc(NC(=O)CSc2nc(=O)n(CCCN(C)C)c3c2CCCC3)no1,14%,13%,6%,-1%,11%,0.3,0%,0
CCN(CC)CC(=O)Nc1ccc([N+](=O)[O-])cc1,-2%,-8%,13%,4%,-10%,0.7,-15%,6
COc1ccc(CNS(=O)(=O)CCNCc2ccccc2OC)cc1,-14%,-1%,-5%,3%,9%,-0.2,-8%,1
Nc1ncnc2c1ncn2C1OC(C(=O)NC2CC2)C(O)C1O (stereo unspecified),3%,1%,-41%,0%,-10%,0.5,-6%,13
O=C(Cc1cccc(Cl)c1)Nc1ccc(Br)cc1,-1%,-4%,2%,5%,20%,-0.6,-13%,-5
COc1ccc([C@H]2[C@H](C(C)=O)N3N=Cc4ccccc4C3C23C(=O)OC(C)(C)OC3=O)cc1 (stereo partly specified),-5%,4%,22%,-4%,8%,1.6,u,-3
COc1ccc(NC(=O)c2ccc(-c3ccc(C(C)=O)cc3)o2)cn1,-5%,-6%,u,11%,0%,-0.1,-18%,3
CCCCCCc1nc2nc(Cl)c(Cl)nc2[nH]1,-19%,-1%,14%,-1%,8%,-1.2,0%,0
CCc1ccccc1NC(=O)C/C(C)=N/NC(=O)COc1ccccc1C,4%,11%,9%,-5%,7%,1.3,2%,6
COc1ccc(CCNC(=O)CSc2nc3sc(C(=O)O)c(C)c3c(=O)[nH]2)cc1OC,-7%,-7%,14%,-2%,14%,0.8,-4%,-71*
O=C(O)c1ccc(Cl)c(S(=O)(=O)NC(Cc2ccccc2)C(=O)O)c1 (stereo unspecified),-27%,-1%[57.1 µM],17%,6%,8%,-1.4,-11%,0
COC(=O)C1=C(O)CSC1=Nc1ccc(C)cc1,-7%,4%,x,3%,24%,-0.4,-7%,-1
NS(=O)(=O)c1ccc(CCNCC(=O)NCc2ccccc2Cl)cc1,21%,-2%,-31%,-6%,-16%,-1.5,-1%,6
COc1ccc([N+](=O)[O-])cc1NC(=O)N(C)Cc1ccco1,-9%,-1%,-27%,-4%,-4%,-1.4,-5%,-4
O=C(NC1CCCC1)c1cccc(S(=O)(=O)N2CCOCC2)c1,-7%,3%,-6%,10%,17%,1.9,-6%,0
CNC(=O)c1nc(C)c(C2(C)CC(c3ccccc3)=NO2)s1 (stereo unspecified),14%,-9%,-27%,-9%,-15%,-0.5,4%,-4
COc1ccc(CCNC(=S)NC(=O)c2cccc(Cl)c2)cc1OC,-12%,4%,36%,15%,13%,0.1,-10%,-8
O=C(c1csc2c1CCCC2)N1CCN(c2ccccc2)CC1,11%,3%,31%,0%,-10%,-1.1,-4%,x
COc1ccc(CNC(=O)c2nnn(-c3cccc(C(F)(F)F)c3)c2N)cc1,u,-2%,10%,10%,3%,-2.7,1%,7
COc1ccc(C2OC(=O)CC2C(=O)NCc2ccc(F)cc2)cc1OC (stereo unspecified),-6%,-1%,20%,2%,-22%,-1.6,-14%,4
O=C(COc1ccccc1)Nc1ccncc1,-2%,-6%,-2%,5%,9%,2.3,-4%,3
Cc1ccccc1N(C(=O)c1csnn1)C(C(=O)NC(C)(C)C)c1cccs1 (stereo unspecified),2%,u,-7%,1%,4%,-3.8,8.4µM*,u
COc1cc(C)ccc1S(=O)(=O)NC(=O)C1(C)CCN1C(=O)c1ccc(C(F)(F)F)nc1C (stereo unspecified),15%,0%,-4%,7%,5%,0.5,-4%,1
Cc1nnc(SCC(=O)NC(=O)NC(C)C)s1,-24%,-6%,-9%,-4%,-5%,0.4,-21%,-7
CC(C)OC(=O)CSc1nc2cc3c(cc2cc1C#N)OCO3,-13%,-16%,13%,-5%,-2%,-1.2,0%,-1
CCOc1ccc(NC(=O)c2ccccc2-c2ccccc2C(=O)O)cc1,10%,3%,23%,4%,-3%,-2.5,-19%,4
CC(=O)c1ccc(OCCCC(=O)Nc2cccc(S(=O)(=O)N3CCOCC3)c2)cc1,13%,2%,4%,9%,-12%,-0.5,-1%,1

# Exported with values under each structure: entries from further up
# Results follow in this order: EPAC1 antagonist | WRN helicase inh | FUS yeast rescue | EPAC1 agonist | Abeta yeast res | IL2 activator | PLK1 PBD inh | PI5P4Ka inh
- O=C(c1csc2c1CCCC2)N1CCN(c2ccccc2)CC1
  11% | 3% | 31% | 0% | -10% | -1.1 | -4% | x
- O=C(CCN1C(=O)c2ccccc2C1=O)N1CCC(c2ccccc2)C1 (stereo unspecified)
  12% | -11% | 29% | 5% | 0% | 0.2 | -4% | x
- CN1CCN(S(=O)(=O)c2ccc(Br)c3ccccc23)CC1
  -15% | 2% | -16% | 4% | -5% | -0.1 | -7% | 11

# (further entries)
SMILES,EPAC1 antagonist,WRN helicase inh,FUS yeast rescue,EPAC1 agonist,Abeta yeast res,IL2 activator,PLK1 PBD inh,PI5P4Ka inh
CC(C)Oc1cccc(-c2cc(C(=O)NC(=S)N(C)c3ccccc3C(=O)O)c3ccccc3n2)c1,-15%,-12%,-3%,-1%,-5%,-0.3,u,4
Cc1ccc(NC(=O)C2(C)CCN2Cc2ccccc2OC(F)F)cc1 (stereo unspecified),u,-6%,-10%,-7%,1%,-0.6,-5%,6
COc1cccc(/C=C/C(=O)OCC(=O)Nc2cc(S(=O)(=O)N3CCOCC3)ccc2C)c1,-13%,0%,12%,8%,-5%,0.6,-10%,-5
O=C(CN(c1ccccc1F)S(=O)(=O)c1ccccc1)Nc1ccc2c(c1)OCCO2,-16%,-32%,x,23%,-12%,-4.6,-6%,7

# Printed as active in PI5P4Ka inh (from the list above):
Compound	EPAC1 antagonist	WRN helicase inh	FUS yeast rescue	PLK1 PBD inh	PI5P4Ka inh
COc1ccc(CCNC(=O)CSc2nc3sc(C(=O)O)c(C)c3c(=O)[nH]2)cc1OC	-7%	-7%	14%	-4%	-71*

# Compound profiles, from the list above. Order of screens: EPAC1 antagonist, WRN helicase inh, FUS yeast rescue, EPAC1 agonist, Abeta yeast res, IL2 activator, PLK1 PBD inh, PI5P4Ka inh
# `COc1ccc(C(=O)Nc2nc3cc4c(cc3s2)OCO4)c(OC)c1` is listed with 16%, -2%, -27%, 7%, -2%, -1.6, 0%, 2
# `CCn1c(N2CCN(C(=O)/C=C/c3ccccc3)CC2)nc2ccccc21` is listed with -2%, -4%, 15%, 0%, -10%, 0.0, -5%, 2
# `Cc1ccc(NC(=O)C2(C)CCN2Cc2ccccc2OC(F)F)cc1` (stereo unspecified) is listed with u, -6%, -10%, -7%, 1%, -0.6, -5%, 6
# `O=C(CN(c1ccccc1F)S(=O)(=O)c1ccccc1)Nc1ccc2c(c1)OCCO2` is listed with -16%, -32%, x, 23%, -12%, -4.6, -6%, 7
# `CCn1c(Cc2ccccc2)nnc1SCC(=O)c1cccc([N+](=O)[O-])c1` is listed with -12%, -11%, 8%, 4%, 4%, -1.1, u, x
